Wnt act: activates Wnt/beta-catenin signaling in a reporter cell assay; 1.2% of 300,000 active; AID 743398; activation, % at 9.35 µM; activator, plate reader; in the data active = activation above about 30%, passing the limit was not always enough; inconclusive = no clear call, values can overlap the other calls;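 note: 0% = neutral control wells and 100% = positive control wells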
cardiac RTF act: increases calcium sensitivity of human cardiac regulated thin filaments. IANBD-labeled TnC RTF fluorescence at EC20 calcium; 0% EC20 calcium, 100% full calcium. AID 493008. activation, % at 7.2 µM. 0.24% of 340,000 active;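 active = activation above the mean over all tested compounds plus 3 SD, cut at about 30% in these data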;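 note: rise in fluorescence read as greater calcium sensitivity of cardiac thin filaments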
CAL PDZ FP-1: blocks peptide binding to the human CAL PDZ domain | Q9HD26 | purified CAL PDZ, TMR-peptide fluorescence polarization, 1 h | inhibition, % at 24.9 µM | 0.92% of 300,000 active | AID 602252;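 active = mean inhibition of at least 30% with at least half of replicates also reaching 30%; inconclusive = no clear call, values can overlap the other calls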;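 note: 0% = DMSO neutral control and 100% = excess unlabeled competitor peptide PRC23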
V-ATPase pHluor: alters yeast V-ATPase proton transport. S. cerevisiae, pHLuorin cytosolic pH fluorescence. response, % at 10 µM. AID 504577. 0.37% of 350,000 active; in the data active = response mostly above about 7.3%, no sharp cut-off; inactive = mostly below about 5.4%; note: actives read high; inactives centre near 0; some compounds called inactive have numbers as strong as hits
Rtt109 HAT inh: blocks Candida albicans Rtt109/Vps75 acetyltransferase activity | purified Rtt109/Vps75, ThioGlo CoA-SH fluorescence, 4 h | inhibition, % at 34.9 µM | 0.16% of 330,000 active | AID 540336;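 active = inhibition of at least 50% in every replicate; inconclusive = best replicate reaches 50% inhibition but some replicates fall short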
Target sequence (Q5AAJ8 whole entry, looked up): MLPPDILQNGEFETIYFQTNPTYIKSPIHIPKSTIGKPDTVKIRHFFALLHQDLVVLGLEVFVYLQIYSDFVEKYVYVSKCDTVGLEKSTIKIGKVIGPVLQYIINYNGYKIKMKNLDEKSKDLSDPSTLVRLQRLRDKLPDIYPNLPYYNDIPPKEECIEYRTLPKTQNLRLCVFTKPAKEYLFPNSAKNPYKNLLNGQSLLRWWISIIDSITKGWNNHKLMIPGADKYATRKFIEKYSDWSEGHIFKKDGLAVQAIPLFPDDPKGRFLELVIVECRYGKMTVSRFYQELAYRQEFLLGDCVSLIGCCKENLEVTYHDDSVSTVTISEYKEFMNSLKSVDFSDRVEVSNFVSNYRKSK
dFosB act: activators of mouse delta FosB homodimer | P13346 | purified delta FosB, TAMRA-CDK5 oligo fluorescence polarization; percent of positive-control signal above neutral wells | activation, % at 25 µM | 0.99% of 340,000 active;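 active = mean activation above about 17%, with every replicate also reaching it, limit read from the data, passing the limit was not always enough; inconclusive = only one of the two conditions met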;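 note: fluorescence polarization rise as delta FosB binds a TAMRA Cdk5 AP-1 oligo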
CDK5 p35 inh: CDK5/p35 (human) kinase inhibition; Recombinant CDK5/p35, ADP-Glo luminescence, 60 min; inhibition, % at 10 µM; 0.01% of 330,000 active; AID 488839;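 active = highest replicate inhibition of at least 50% and at least 75% of replicates reaching 50%; inconclusive = only one of the two criteria met; inactive = both criteria failed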;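 note: plate controls were DMSO neutral control for no effect and GW8510 at 10 µM for full effect; many of its hits are not listed in these tables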
Target sequence (Q00535 whole entry, looked up): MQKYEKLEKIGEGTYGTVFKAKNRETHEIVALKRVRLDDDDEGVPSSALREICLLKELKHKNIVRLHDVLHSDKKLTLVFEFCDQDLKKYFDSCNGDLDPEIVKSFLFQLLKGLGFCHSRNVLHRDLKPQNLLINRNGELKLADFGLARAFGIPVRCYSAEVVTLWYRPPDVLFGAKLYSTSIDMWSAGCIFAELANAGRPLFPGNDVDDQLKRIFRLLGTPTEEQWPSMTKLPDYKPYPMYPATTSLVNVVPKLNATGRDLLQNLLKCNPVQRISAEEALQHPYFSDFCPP
Target sequence (Q15078 whole entry, looked up): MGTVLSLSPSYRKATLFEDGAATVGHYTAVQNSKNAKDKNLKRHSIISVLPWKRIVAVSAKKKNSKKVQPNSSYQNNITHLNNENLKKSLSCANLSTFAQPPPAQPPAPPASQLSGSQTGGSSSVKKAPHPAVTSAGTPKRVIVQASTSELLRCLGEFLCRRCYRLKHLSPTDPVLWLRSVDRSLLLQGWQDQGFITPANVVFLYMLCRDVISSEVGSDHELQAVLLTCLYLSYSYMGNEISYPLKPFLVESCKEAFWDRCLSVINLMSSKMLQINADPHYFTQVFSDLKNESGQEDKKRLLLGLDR
MITF TRPM1 HTS: activators of MITF-driven TRPM1 promoter activity in SK-MEL-5 cells | SK-MEL-5 TRPM1-promoter luciferase, 24 h; % of positive control, neutral wells = 0 | activation, % at 12.5 µM | 0.75% of 300,000 active;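 active = mean activation of at least 80% with every replicate also reaching 80%; inconclusive = mean reaches 80% but some replicate falls short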;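 note: 0% = neutral control wells and 100% = parthenolide positive control wells; values of inactives mirror those of a sister screen read the other way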
CAL PDZ FP-2: inhibitors of human CAL PDZ peptide binding; Q9HD26; purified CAL PDZ, TMR-peptide fluorescence polarization, 1 h; inhibition, % at 20 µM; 0.02% of 330,000 active; AID 504414;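 active = highest replicate inhibition of at least 40%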;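 note: plate controls were DMSO neutral control wells for no effect and unlabeled competitor peptide control wells for full effect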
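Read-out basis: mP drop reported as inhibition | Assay system: Tagged CAL PDZ protein CerCALP, purified | Benchmarks: Unlabelled peptide for full inhibition, DMSO wells as neutral | Schedule: 1 h incubation at room temperature before polarization reading | Buffer or medium: Sodium phosphate/NaCl buffer pH 7.4 with TCEP, IgG, Thesit | Doses: Single point, 20 µM | Measured by: Fluorescence polarization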
Tat export inh: E. coli Tat transport inhibition. inhibition, % at 10 µM. 0.036% of 340,000 active. AID 488895. E. coli MC4100 TorA-mCherry Tat export, fluorescence;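 active = mean replicate inhibition at least 50% and at least half of replicates individually reaching 50%; inconclusive = only one of the two criteria met; inactive = neither criterion met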;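 note: exported cargo escapes ClpAP degradation while cytoplasmic cargo is degraded and loses fluorescence; 0% = median of neutral control wells and 100% = median of NaSCN control wells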
Starred values were filed as active, the others as inactive.

CC(C)c1nc(SCC(=O)Nc2c[nH]c(=O)[nH]c2=O)c2cnn(-c3ccccc3)c2n1 was read as Wnt act 4, cardiac RTF act 1, V-ATPase pHluor 0, Rtt109 HAT inh 2, dFosB act 153*, CDK5 p35 inh 0.3, MITF TRPM1 HTS 13, CAL PDZ FP-2 -0.9 and Tat export inh -1.
`CC(NC(=O)Nc1ccc(F)cc1)c1ccc2c(c1)OCO2` (configuration not stated) gave Wnt act 2, cardiac RTF act 2, CAL PDZ FP-1 -1, V-ATPase pHluor 1, Rtt109 HAT inh -1, dFosB act 8, CDK5 p35 inh -0.7, MITF TRPM1 HTS 1, CAL PDZ FP-2 -2.9 and Tat export inh -6.
For C#CCn1c(=NC(=O)c2cccs2)sc2cccc(OCC)c21 the results were Wnt act -3, cardiac RTF act 3, CAL PDZ FP-1 -3, V-ATPase pHluor -1, Rtt109 HAT inh -1, dFosB act -3, CDK5 p35 inh -1.1, MITF TRPM1 HTS 12, CAL PDZ FP-2 -0.1 and Tat export inh -1.
For CCC(C)(NC(=O)c1ccccn1)C(=O)NC1CCCCC1 (configuration not stated) the results were cardiac RTF act -6, V-ATPase pHluor -6, Rtt109 HAT inh -1, dFosB act -1, CDK5 p35 inh 0.0, MITF TRPM1 HTS 15, CAL PDZ FP-2 0.1 and Tat export inh -3.
Screening Cn1c(=O)[nH]c(=O)c2[nH]c(CN3CCN(Cc4ccccc4)CC3)nc21 returned Wnt act 2, cardiac RTF act 0, CAL PDZ FP-1 -1, V-ATPase pHluor -1, Rtt109 HAT inh -7, dFosB act 0, CDK5 p35 inh -0.2, MITF TRPM1 HTS 15, CAL PDZ FP-2 -2.2 and Tat export inh -3.
For Cc1ccc(C(=O)N/N=C\c2cc3c(cc2Br)OCO3)s1 the results were Wnt act 28, cardiac RTF act -1, CAL PDZ FP-1 9, V-ATPase pHluor 2, Rtt109 HAT inh 1, dFosB act inconclusive, CDK5 p35 inh -0.6, MITF TRPM1 HTS 7, CAL PDZ FP-2 -1.1 and Tat export inh -4.
Screening COC(=O)N/N=C/c1ccc(/C=N/NC(=O)OC)cc1 returned Wnt act -1, cardiac RTF act -3, CAL PDZ FP-1 0, V-ATPase pHluor -3, Rtt109 HAT inh -3, dFosB act -4, CDK5 p35 inh -0.9, MITF TRPM1 HTS 6, CAL PDZ FP-2 1.6 and Tat export inh 3.
COCC(C)n1c(SCC(=O)N2CCOCC2)nc2ccccc2c1=O (configuration not stated) was read as Wnt act 0, cardiac RTF act -4, V-ATPase pHluor -1, Rtt109 HAT inh 5, dFosB act -2, CDK5 p35 inh 1.1, MITF TRPM1 HTS 7, CAL PDZ FP-2 -0.6 and Tat export inh -1.
Cc1ccc(SCc2cn3c(C)cc(C)nc3n2)cc1 was read as Wnt act 7, cardiac RTF act 4, CAL PDZ FP-1 4, V-ATPase pHluor 4, Rtt109 HAT inh -1, dFosB act 4, CDK5 p35 inh 0.8, CAL PDZ FP-2 -1.2 and Tat export inh -5.
O=c1[nH]cnc2scc(-c3ccccc3)c12 was read as cardiac RTF act 3, CAL PDZ FP-1 -4, V-ATPase pHluor -3, Rtt109 HAT inh 0, dFosB act -10, CDK5 p35 inh -0.1, MITF TRPM1 HTS -7, CAL PDZ FP-2 0.4 and Tat export inh -2.
CCOc1ccc(NC(=O)C(c2ccccn2)N(C(=O)CCl)c2ccc(OCC)cc2)cc1 (configuration not stated) was read as cardiac RTF act 5, CAL PDZ FP-1 -4, V-ATPase pHluor -6, Rtt109 HAT inh 5, dFosB act 2, CDK5 p35 inh 1.9, MITF TRPM1 HTS 18, CAL PDZ FP-2 -0.5 and Tat export inh -1.
`COc1ccc(C2=C(C=C(C#N)C#N)C(c3ccccc3C)c3ccccc3O2)cc1OC` (configuration not stated) gave Wnt act -2, cardiac RTF act 0, CAL PDZ FP-1 -5, V-ATPase pHluor -5, Rtt109 HAT inh -4, dFosB act -3, CDK5 p35 inh 0.2, MITF TRPM1 HTS -7, CAL PDZ FP-2 -2.5 and Tat export inh -1.
For CCCCN(C(C)=O)C1CC(=O)N(c2ccc(OCCC)cc2)C1=O (configuration not stated) the results were Wnt act 1, cardiac RTF act 10, V-ATPase pHluor -3, Rtt109 HAT inh -2, dFosB act 3, CDK5 p35 inh 0.5, MITF TRPM1 HTS -2, CAL PDZ FP-2 -1.2 and Tat export inh -8.
For CN1CCN(C(=O)CSc2nnc(COc3ccccc3)o2)CC1 the results were Wnt act -8, cardiac RTF act -7, CAL PDZ FP-1 -2, V-ATPase pHluor -6, Rtt109 HAT inh -4, dFosB act -7, CDK5 p35 inh 2.3, CAL PDZ FP-2 -2.6 and Tat export inh -2.
For Cc1cc(C)n(CC(=O)N/N=C/c2cc([N+](=O)[O-])ccc2O)n1 the results were Wnt act -3, cardiac RTF act 4, CAL PDZ FP-1 -4, V-ATPase pHluor -10, Rtt109 HAT inh -17, dFosB act -4, CDK5 p35 inh -0.4, MITF TRPM1 HTS -4, CAL PDZ FP-2 -2.1 and Tat export inh -11.
For COc1cccc(C(c2nnnn2CCc2ccccc2)N2CCN(c3ccccc3)CC2)c1OC (configuration not stated) the results were cardiac RTF act 5, CAL PDZ FP-1 -3, V-ATPase pHluor 2, Rtt109 HAT inh -2, dFosB act -7, CDK5 p35 inh -0.7, MITF TRPM1 HTS -2, CAL PDZ FP-2 -0.9 and Tat export inh 7.
COc1ccc(NS(=O)(=O)c2cccc(C(=O)NN=C(C)c3ccco3)c2)cc1 was read as Wnt act 0, cardiac RTF act -3, CAL PDZ FP-1 -2, V-ATPase pHluor 3, Rtt109 HAT inh -10, dFosB act -5, CDK5 p35 inh 0.5, MITF TRPM1 HTS -13, CAL PDZ FP-2 1.5 and Tat export inh 4.
Screening COc1ccc(NC(=O)c2ccc(OCc3c(C)noc3C)c(OC)c2)cn1 returned Wnt act -1, cardiac RTF act -2, CAL PDZ FP-1 -1, V-ATPase pHluor -3, Rtt109 HAT inh 33, dFosB act 1, CDK5 p35 inh 0.0, MITF TRPM1 HTS 6, CAL PDZ FP-2 -3.6 and Tat export inh 0.
Cc1csc(NC(=O)CSc2nnc(C)c(=O)n2N)n1 was read as Wnt act -1, cardiac RTF act -3, CAL PDZ FP-1 -2, V-ATPase pHluor 0, Rtt109 HAT inh -4, dFosB act 1, CDK5 p35 inh -0.7, MITF TRPM1 HTS -14, CAL PDZ FP-2 -0.6 and Tat export inh -1.
`C=CC[C@@H](CC(=O)NCCO)C(=O)NCCOC(=O)[C@@H](CC=C)Cc1ccc(F)cc1` gave Wnt act -2, cardiac RTF act 0, CAL PDZ FP-1 -3, V-ATPase pHluor -1, Rtt109 HAT inh 20, dFosB act -5, CDK5 p35 inh -1.7, MITF TRPM1 HTS -9, CAL PDZ FP-2 0.1 and Tat export inh -6.
For CCC(c1nnc(SCC(=O)NNC(=O)c2ccccc2)n1Cc1ccccc1)N(C)C (configuration not stated) the results were Wnt act -3, cardiac RTF act -2, CAL PDZ FP-1 3, V-ATPase pHluor 3, Rtt109 HAT inh -4, dFosB act -3, CDK5 p35 inh -0.9, MITF TRPM1 HTS 4, CAL PDZ FP-2 -1.8 and Tat export inh -3.
Screening O=C(COC(=O)C1CCC(=O)N1)Nc1ccccc1OC(F)F (configuration not stated) returned Wnt act -4, cardiac RTF act 14, CAL PDZ FP-1 1, V-ATPase pHluor -2, Rtt109 HAT inh -2, dFosB act -2, CDK5 p35 inh -1.2, MITF TRPM1 HTS 2, CAL PDZ FP-2 -0.2 and Tat export inh -3.
For CN(C)/C=C/C(=O)c1ccc(Cl)cc1 the results were Wnt act 2, cardiac RTF act -1, CAL PDZ FP-1 0, V-ATPase pHluor 2, Rtt109 HAT inh 4, dFosB act -5, CDK5 p35 inh -0.5, CAL PDZ FP-2 -3.5 and Tat export inh -1.
For Cc1csc2c(=O)sc(NC(=O)c3ccco3)nc12 the results were Wnt act 1, cardiac RTF act -2, V-ATPase pHluor 0, Rtt109 HAT inh 18, dFosB act -9, CDK5 p35 inh 7.7, CAL PDZ FP-2 -1.3 and Tat export inh -1.
Screening C=CCn1c(COc2cccc(C)c2)nnc1SCC(=O)NC(=O)NCc1ccco1 returned Wnt act -2, cardiac RTF act 2, CAL PDZ FP-1 1, V-ATPase pHluor 2, Rtt109 HAT inh -3, dFosB act -8, CDK5 p35 inh 1.2, MITF TRPM1 HTS -1, CAL PDZ FP-2 0.2 and Tat export inh 5.
Screening COc1cc2c(cc1OC)C1(Nc3c-2c(-c2ccccc2)nn3-c2ccccc2)C(=O)Nc2ccccc21 (configuration not stated) returned cardiac RTF act -3, CAL PDZ FP-1 -2, V-ATPase pHluor -2, Rtt109 HAT inh 14, dFosB act -15, CDK5 p35 inh 0.4, MITF TRPM1 HTS -7, CAL PDZ FP-2 -1.8 and Tat export inh 5.
For O=c1c2[nH]cnc2n(-c2ccccc2)c(=O)n1Cc1ccccc1 the results were Wnt act 1, cardiac RTF act -2, CAL PDZ FP-1 0, V-ATPase pHluor 0, Rtt109 HAT inh 3, dFosB act -1, CDK5 p35 inh -1.2, MITF TRPM1 HTS 11, CAL PDZ FP-2 -1.1 and Tat export inh 1.
`Cc1cccc(CN2CCN(CC(=O)NCCCN3CCCC3=O)C2=O)c1` gave cardiac RTF act -3, V-ATPase pHluor -3, Rtt109 HAT inh 14, dFosB act -6, CDK5 p35 inh -1.3, MITF TRPM1 HTS 1, CAL PDZ FP-2 -2.2 and Tat export inh -5.
COc1cc(OC)cc(-c2c(-c3ccc(F)cc3)c3cc(-c4cnc(OC)nc4)ccc3n2C)c1 was read as Wnt act -11, cardiac RTF act -3, CAL PDZ FP-1 2, V-ATPase pHluor -1, Rtt109 HAT inh -10, dFosB act 12, CDK5 p35 inh 0.6, MITF TRPM1 HTS -2, CAL PDZ FP-2 0.5 and Tat export inh -10.
For Cc1cc(C)c(C#N)c(OCC(=O)c2ccc(Br)cc2)n1 the results were cardiac RTF act 5, V-ATPase pHluor -1, Rtt109 HAT inh 0, dFosB act -13, CDK5 p35 inh -1.8, MITF TRPM1 HTS -4, CAL PDZ FP-2 -3.5 and Tat export inh -3.
`c1ccc(CCc2ccccc2-c2nc(-c3cccnc3)no2)cc1` gave cardiac RTF act -1, CAL PDZ FP-1 -5, V-ATPase pHluor 0, Rtt109 HAT inh 0, dFosB act 2, CDK5 p35 inh -0.5, MITF TRPM1 HTS 0, CAL PDZ FP-2 -1.7 and Tat export inh 9.
`CCOC(=O)c1c(N)n[nH]c1-c1ccc(OC)cc1` gave cardiac RTF act 1, V-ATPase pHluor 4, Rtt109 HAT inh -3, dFosB act 0, CDK5 p35 inh -1.0, MITF TRPM1 HTS -14, CAL PDZ FP-2 0.0 and Tat export inh -1.

Screens: PubChem BioAssay, several laboratories
